RMI FANCM FP: inhibitors of human RMI core complex binding to FANCM MM2. FP signal (polarization) at 33 µM. Fluorescence polarization, RMI core complex with F-MM2 peptide; hits give low values. 70,000 compounds, 0.58% hits; in the data active = FP signal below about 40; note: inactives centre near 61; strong numbers were not always called active; unit not given here
* marks the source's active call; other numbers are inactive results; & = joins results of further samples. This is a subset; count on the stated rates, not on these rows.

SMILES | RMI FANCM FP
O=C(c1ccco1)N1CCCc2cc(NS(=O)(=O)c3ccc4c(c3)OCCO4)ccc21 | 54
O=C(NCCCN1CCOC(c2ccccc2)C1)C(=O)NCc1ccc(Cl)cc1 (stereo unspecified) | 73
COc1ccccc1OCC(=O)NCCCS(=O)(=O)N1CCN(c2ccccn2)CC1 | 61
CCC(=O)Oc1cccc(N2C(=O)C3CCCCC3C2=O)c1 (stereo unspecified) | 53
CCOc1ccc(C)cc1S(=O)(=O)NCCN1CCN(c2ccc(F)cc2)CC1 | 62
Cc1ccc2nc(NC(=O)CCCn3nc(-c4cccs4)ccc3=O)sc2c1 | 85
CS(=O)(=O)c1ccc(-c2ccc(NS(=O)(=O)c3ccccc3Cl)cc2)nn1 | 69
Cc1noc(C)c1NC(=O)NC1Cc2ccccc2C1 | 55
CC(C)Cc1ccc(C2=CC(c3ccc(C#N)cc3)C(C(N)=O)C(=O)N2)cc1 (stereo unspecified) | 59&57
CCc1cn[nH]c1-c1c(F)cccc1F | 59
NC(=O)NC1CC(=O)N(c2ccccc2)C1 (stereo unspecified) | 71
COC(=O)C1CCN(C(=O)Cn2cc(S(=O)(=O)c3ccccc3)c3ccccc32)CC1 | 57
CC(C)OCCCNC(=O)NC1CC(=O)N(c2ccc(Cl)cc2)C1 (stereo unspecified) | 63
COc1ccc(/C=C2\SC(=S)N(CC(=O)NN3CCOCC3)C2=O)cc1OC | 107
CS(=O)(=O)N1CCC(C(=O)Nc2ccc3c(c2)N(C(=O)c2cccs2)CC3)CC1 | 67
O=C(Nc1ccccc1Cl)C1(c2cccs2)CCCC1 | 59
COCCN1C(=O)C2N=NN(c3ccccc3)C2C1=O (stereo unspecified) | 66
c1ccc(-c2nsc(NC3Cc4ccccc4C3)n2)cc1 | 59
COc1ccc(S(=O)(=O)NC(C)C)cc1OC | 64
O=[N+]([O-])c1cc(C(F)(F)F)cc([N+](=O)[O-])c1Sc1ncc2ccccn12 | 46

Some of these compounds in order of formula weight, highest first.
SMILES | RMI FANCM FP
COc1ccc(/C=C2\SC(=S)N(CC(=O)NN3CCOCC3)C2=O)cc1OC | 107
COCCN1C(=O)C2N=NN(c3ccccc3)C2C1=O (stereo unspecified) | 66
COc1ccc(S(=O)(=O)NC(C)C)cc1OC | 64

The list goes on.
SMILES | RMI FANCM FP
O=C(CCCSc1ccc(NC(=O)c2ccc(F)cc2)nn1)Nc1ccncc1 | 64
CCn1c(SCc2nc(-c3ccccc3Cl)no2)nc2ccccc2c1=O | 88
O=C(Nc1nnc(-c2ccc3c(c2)CCCC3)o1)c1ccccc1F | 61
CCOc1ccc(CC(=O)Nc2ccc(-c3ccc(N4CCCC4)nn3)cc2)cc1 | 114
COC(=O)c1c(NC(=O)/C(C#N)=C/c2ccccc2OC)sc2c1CCCC2 | 61
COc1ccccc1-c1nnc2ccc(OCCNS(=O)(=O)c3cccs3)nn12 | 68
COC(=O)c1c(NC(=O)c2ccccc2F)sc2c1CC(C)(C)NC2(C)C | 67
O=C(COn1nnc2ccc([N+](=O)[O-])cc21)Nc1nccs1 | 57
CN(C)c1ccc(C(=O)Nc2c3c(nn2C)CCC3)cc1 | 62
CS(=O)(=O)N1CCC(C(=O)Nc2nc(-c3ccc4c(c3)OCCO4)cs2)CC1 | 67
Cc1cc(NC(=O)Cc2ccc(F)cc2)n(-c2nc3c(cnn3-c3cccc(C)c3C)c(=O)[nH]2)n1 | 60
CS(=O)(=O)c1cc2ccccc2oc1=O | 57
CN1C(=O)C(Cl)(Cl)C(=O)c2ccccc21 | 62
CCOc1ccc(/C=C/C(=O)Nc2c(C)cc(C)cc2Cl)cc1OC | 64
CSc1ccc(CC(=O)Nc2ncnc3sccc23)cc1 | 57
C=CCn1c(SCC(=O)Nc2ccccc2C(F)(F)F)nc2scc(-c3ccc(C)o3)c2c1=O | 95
CC(=O)Oc1cc(OC(C)=O)c2c(c1)O[C@H](c1ccc(OC(C)=O)c(OC(C)=O)c1)[C@@H](OC(C)=O)C2 | 50
COc1ccc(CC(=O)N2CCN(c3ccc(-c4ccc(C)cc4)nn3)CC2)cc1 | 71
CC(C)N1CCC(CNC(=O)C2CCCCC2)CC1 | 72
COc1ccccc1C(=O)NCC1CCN(Cc2cccs2)CC1 | 73
COC(=O)CSCC(=O)Nc1cc(C)cc(C)c1 | 59
COc1cccc(NC(=O)c2ccc(OC)c(OC)c2)c1 | 52
Cc1ccc(-n2nnnc2CNC(=O)c2ccco2)cc1C | 57
O=C(NC(=O)C(F)(F)F)Nc1cccc([N+](=O)[O-])c1 | 60
Cc1nnc(SCC(=O)Nc2ccccc2C(F)(F)F)[nH]c1=O | 58
CCOc1ccccc1C(=O)Nc1ccc(-c2cn3ccc(C)cc3n2)cc1 | 63
COc1ccc2nc(-c3cccc(NC(=O)c4cccc(OC)c4OC)c3)cn2n1 | 103
CCc1nc(SCC(=O)Nc2nsc(-c3ccc(C(C)(C)C)cc3)n2)c2c3c(sc2n1)CCC3 | 77
CCOC(=O)c1c(F)c(F)c(S(C)(=O)=O)c(F)c1F | 49
CCCCCCCCCCCCNC1=C(Cl)C(=O)c2ccccc2C1=O | 74
CC(C)(C)n1nc2c(c1NC(=O)C(=O)NCc1ccco1)CS(=O)(=O)C2 | 51
O=C(Cc1csc(Nc2cccc(Cl)c2)n1)N1CCCC1 | 64
O=C(Nc1ccc(SCc2ccncc2)nn1)c1ccco1 | 67
O=C(CC(c1ccccc1)c1ccccc1)NCCCS(=O)(=O)N1CCN(c2ccccn2)CC1 | 63
CC(C)(C)c1csc(CN2CCN(S(=O)(=O)c3cccnc3)CC2)n1 | 64
Cc1nn(-c2ccccc2)c2sc(C(=O)NC3CCSC3=O)cc12 (stereo unspecified) | 59
CS(=O)(=O)N1CCCCC1C(=O)Nc1ccccc1-c1nc2ccccc2s1 (stereo unspecified) | 69
O=C(Cc1nc(-c2ccccc2)cs1)Nc1ccccc1 | 62
O=C(N/N=C\c1ccc(-c2cccc([N+](=O)[O-])c2)o1)c1ccncc1 | 53
Cc1ccc(-n2cc(-c3ccccc3)c3c(NC4CCCCC4)ncnc32)cc1 | 58

Overlap with the part before: two entries; new compounds follow.
SMILES | RMI FANCM FP
O=C(N/N=C\c1ccc(-c2cccc([N+](=O)[O-])c2)o1)c1ccncc1 | 53
Cc1ccc(-n2cc(-c3ccccc3)c3c(NC4CCCCC4)ncnc32)cc1 | 58
Cc1ccc(C(CNC(=O)C(=O)Nc2cccc(Cl)c2C)N2CCOCC2)cc1 (stereo unspecified) | 54
O=C(Nc1ccc(CN2CCN(c3ccccn3)CC2)cc1)Nc1cccs1 | 57
COC(=O)c1ccsc1NC(=O)c1ccco1 | 71
COC(=O)c1c(NC(=O)CN2C(=O)c3ccccc3C2=O)sc(Cc2ccc3c(c2)OCO3)c1C | 59
CNC(=O)c1c(NC(=O)c2ccccc2[N+](=O)[O-])sc(C)c1C | 52
Cc1ccc(-n2ncc3c(=O)[nH]c(-n4nc(C)cc4NC(=O)COc4ccccc4C)nc32)cc1 | 65
O=c1c(SCc2cccc([N+](=O)[O-])c2)nccn1-c1ccc(F)cc1 | 61
CCOC(=O)c1sc(S(C)=O)c2c1CCc1conc1-2 (stereo unspecified) | 54
OCc1nc2ccccc2n1Cc1ccc(F)cc1 | 62
Cc1ccccc1-c1ccc(=O)n(CC(=O)N2CCOCC2)n1 | 53
O=C(CC1CCCCN1S(=O)(=O)c1ccccc1)Nc1nc2ccccc2s1 (stereo unspecified) | 69
N#Cc1ccc(N2CCS(=NS(=O)(=O)c3ccc(Cl)cc3)CC2)c([N+](=O)[O-])c1 | 59
CC(=O)OC1/C=C/C(C)(O)C(=O)C(C)CC2OC2C2C3OC3(C)[C@@H](C)[C@H]3[C@H](Cc4ccccc4)NC(=O)[C@@]123 (stereo partly specified) | 65
Cc1cc(C)n(-c2ccc(N3CCN(C(=O)c4ccc(F)cc4Cl)CC3)nn2)n1 | 55
CCOc1cccc2sc(N(CCCN(C)C)C(=O)c3ccc(S(=O)(=O)N4CCc5ccccc5C4)cc3)nc12 | 119
COc1cn2c(cc1=O)C(=O)N(CCNC(=O)c1cccc3ccccc13)CC2 | 62
C#CC(CC)(CC)NC(=O)C(CC)c1ccccc1 (stereo unspecified) | 56
CCOC(=O)Cc1csc2nc3sc4c(c3c(=O)n12)CCC4 | 59
COc1ccccc1NC(=O)N1CCC(c2nnc(-c3ccc(F)cc3)o2)CC1 | 58
Cc1ccc(C)n1-c1ccsc1C(=O)NN | 55

An excerpt from above in order of the RMI FANCM FP value, lowest first:
compound	RMI FANCM FP
CCOC(=O)Cc1csc2nc3sc4c(c3c(=O)n12)CCC4	59
CC(=O)OC1/C=C/C(C)(O)C(=O)C(C)CC2OC2C2C3OC3(C)[C@@H](C)[C@H]3[C@H](Cc4ccccc4)NC(=O)[C@@]123 (stereo partly specified)	65
CCOc1cccc2sc(N(CCCN(C)C)C(=O)c3ccc(S(=O)(=O)N4CCc5ccccc5C4)cc3)nc12	119

Going on with the list.
SMILES | RMI FANCM FP
CC(C)(C)NC(=O)NCC1COC2(CCCCC2)O1 (stereo unspecified) | 55
Cc1nc(C)c(C(=O)N2CCN(c3ccc(-c4cccs4)nn3)CC2)s1 | 56
CC(C)NC(=O)C(=O)NCC(c1ccco1)N(C)C (stereo unspecified) | 66
CC(C)n1c(SCC(=O)NNC(=O)c2ccc(Cl)cc2)nc2cc(C(F)(F)F)ccc21 | 42
Cn1cccc1/C=N\NC(=O)C12CC3CC(CC(C3)C1)C2 | 56
CCCS(=O)(=O)C/C(N)=N\OC(=O)Nc1ccc(Cl)cc1 | 54
COc1ccc(-c2ccc(N3CCN(C(=O)c4cccs4)CC3)nn2)cc1OC | 71
NS(=O)(=O)c1ccc(NC(=O)CSc2nnc3scc(-c4ccc(Cl)cc4)n23)cc1 | 79
Cc1cccc2sc(NCCN3CCOCC3)nc12 | 71
O=C(Nc1ccc(-c2ccc3nnc(-c4ccncc4)n3n2)cc1)c1ccccc1Cl | 82
CSc1ccc(Cc2nnc(NC(=O)Cc3ccc4c(c3)OCO4)o2)cc1 | 65
CC(C)c1nnc(C2CCN(S(=O)(=O)c3ccc(F)cc3F)CC2)o1 | 59
Cc1nn(-c2ccccc2)cc1/C=N\n1c(-c2cccs2)n[nH]c1=S | 54
C/C(=C\c1ccco1)[N+](=O)[O-] | 69
CCOc1cccc2sc(=NC(=O)c3ccc(C)c(C)c3)n(CC)c12 | 69
O=C(O)CN1C(=O)SC(Nc2ccc(Cl)cc2)C1=O (stereo unspecified) | 53
CCOc1ccc(-c2nc(NC(=O)Cc3ccc(S(C)(=O)=O)cc3)sc2C)cc1 | 66
Cc1nc2cc(NC(=O)c3ccc4c(c3)OCCO4)ccc2s1 | 65
CCn1c(COc2ccc(Cl)c3cccnc23)nnc1SCC(N)=O | 50
COc1ccc(CC(=O)Nc2nnc(-c3ccc(S(=O)(=O)N(C)C)cc3)o2)cc1C | 63

Among those listed so far, 8 have a nitro group on carbon:
SMILES | RMI FANCM FP
O=[N+]([O-])c1cc(C(F)(F)F)cc([N+](=O)[O-])c1Sc1ncc2ccccn12 | 46
O=C(COn1nnc2ccc([N+](=O)[O-])cc21)Nc1nccs1 | 57
O=C(NC(=O)C(F)(F)F)Nc1cccc([N+](=O)[O-])c1 | 60
O=C(N/N=C\c1ccc(-c2cccc([N+](=O)[O-])c2)o1)c1ccncc1 | 53
CNC(=O)c1c(NC(=O)c2ccccc2[N+](=O)[O-])sc(C)c1C | 52
O=c1c(SCc2cccc([N+](=O)[O-])c2)nccn1-c1ccc(F)cc1 | 61
N#Cc1ccc(N2CCS(=NS(=O)(=O)c3ccc(Cl)cc3)CC2)c([N+](=O)[O-])c1 | 59
C/C(=C\c1ccco1)[N+](=O)[O-] | 69

Later entries
SMILES | RMI FANCM FP
O=S(=O)(c1ccccc1)c1nc(NCC2CCCO2)sc1Cl (stereo unspecified) | 64
Cc1nn(C(=O)c2ccccc2-c2ccc(C(F)(F)F)cc2)c(C)c1Sc1ccccc1[N+](=O)[O-] | 64
Cc1ccc2c(c1)c(-c1ccccc1)c(-c1ccccc1)n2CC(O)Cn1c(C)cc(C)nc1=O (stereo unspecified) | 60
Cc1cc(=O)[nH]c(-n2nc(-c3cccs3)cc2NC(=O)/C=C\c2ccccc2)n1 | 63
CCOc1ccc(C(=O)Nc2nnc(-c3ccc(Cl)s3)o2)cc1 | 71
Cc1nc(C)c(C(=O)NCCn2ncc3c(N4CCOCC4)ncnc32)s1 | 61
CC(=O)CSc1n[nH]c(CN2c3ccccc3Sc3ccccc32)n1 | 56&53
CCN(Cc1ccccc1)S(=O)(=O)c1ccc(C(=O)Nc2sccc2C(=O)OC)cc1 | 85
O=C(NCCCN1CCOC(c2ccccc2)C1)C(=O)Nc1ccc(F)c(Cl)c1 (stereo unspecified) | 76
O=C(Nc1ccc(N2CCCCC2=O)cc1)c1ccccc1 | 63
O=c1[nH]c(NCCCN2CCOCC2)nnc1-c1ccccc1 | 54
Cc1ccc(C(=O)NCC(c2ccc3c(c2)CCN3C)N2CCCC2)cc1C (stereo unspecified) | 67
O=C(CSCc1ccccc1)N1CCN(Cc2nc(-c3ccco3)cs2)CC1 | 63
O=c1[nH]c2ccc(S(=O)(=O)Nc3cccc(C(F)(F)F)c3)cc2[nH]1 | 61
O=[N+]([O-])c1ccc(CSc2ccccn2)cc1 | 60
Cc1ccc2c(c1)NC(=O)c1cc(NC(=O)c3c(-c4ccccc4Cl)noc3C)ccc1O2 | 70
CCOC(=O)c1csc(NC(=O)c2ccno2)n1 | 67
O=C(Nc1nnc(-c2ccc3c(c2)OCO3)o1)c1sc2ccccc2c1Cl | 65
Cc1ccc2sc(NNC(=O)c3cccs3)nc2c1C | 63
O=C(O)Cc1csc2ccccc12 | 58
CCCCCNC(=O)Cn1cnc2c([nH]c3ccc(C)cc32)c1=O | 114
COc1ccc(/C=C/C(=O)NCCN2CCn3cc(OC)c(=O)cc3C2=O)cc1OC | 62
O=c1oc(/C=C/c2ccco2)nc2ccccc12 | 58&56
Cc1cc(C)c2c(=O)[nH]sc2n1 | 52
Cc1ccc(NCC(O)Cn2c3ccccc3n3c(=O)cc(C)c(C#N)c23)cc1Cl (stereo unspecified) | 62

High-throughput results (PubChem)
